Nrf2 block: inhibitors of Nrf2 signaling. 360,000 compounds, 2.1% hits. AID 504444. Potency, µM (series often up to 46 µM), for inactives: top-dose activity change, negative = inhibition, hits mostly inhibitors. A549 ARE-Fluc reporter, luciferase luminescence, 18-24 h; further: potency means the concentration at half of the fitted maximal effect; on the % scale 0 is the no-effect control and ±100 the full control effect; nearly all actives have a fitted effect of over 60% in size
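A549 ARE_Fluc cells, 5000/well, 5% FBS OPTI-MEM; compounds in dose-response, 18-24 h at 37 °C/5% CO2; CellTiter-Fluor viability read (Ex 405/Em 525), then BugLite luciferase luminescence = Nrf2 activity.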
HepG2 tox: counter-screen for TGF-b inhibitors: cytotoxicity in HepG2 cells; 410,000 compounds, 0.76% hits; HepG2 CAGA-GFP viability, ATP luminescence, 18 h; AID 588856; Potency, µM (highest dose often 46.1 µM), for inactives: top-dose activity change, negative = cytotoxicity, actives largely listed as cytotoxic; further: potency means the concentration at half of the fitted maximal effect; some results filed as inactive show a strong effect at the top dose
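CellTiter-Glo luminescence gave cytotoxicity after 18 hours at 37 degrees C. The cells were HepG2 CAGA-GFP in 1% FBS DMEM, stimulated with 500 pg/mL TGF-beta after compound addition. %Activity was normalised to no-cell wells (complete cell-killing) and DMSO (no toxicity), and curves were fitted and classified.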
Nrf2 activator: activators of Nrf2 (ARE) signaling; AREc32 ARE-luciferase reporter (MCF7-derived line), luminescence, 24 h; Potency, µM (series often up to 46.1 µM), without a hit: at the top dose activation, actives largely listed as activators; 410,000 compounds, 0.31% hits; further: potency means the concentration at half of the fitted maximal effect; % of control where 0% means no effect; nearly all actives have a fitted effect of over 65% in size
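For detection, Steady-Glo was added and plates sat 30 min at RT; before that, AREc32_Fluc cells grown overnight in OPTI-MEM/5% FBS had been treated with 23 nL compound for 24 hr at 37 deg C.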
CCT modulator: changes cytosolic chaperonin activity; purified chaperonin ATPase assay, HTRF ADP detection, 30 min; activity change, % (no concentration beside the values), hits read low; 360,000 compounds, 0.3% hits; in the data active means activity change below about -30%; further: on the % scale 0 is the no-effect control and ±100 the full control effect
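TRiC (40 or 20 nM final, by batch activity) in 30 mM Tris pH 7.4, 100 mM KCl, 5 mM MgCl2, 1 mM DTT was treated with compound at 76 uM single dose, then 10 uM ATP, 30 min at 37 °C. ADP was read by HTRF Transcreener.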
Abeta rescue: A-beta toxicity reversal in yeast | yeast expressing A-beta42, growth rescue, OD600, 48 h; response scale: 0% DMSO, 100% iron-clioquinol control | Potency, µM (doses to about 46.1 µM), inactives show at the top dose growth rescue, most hits filed as activators | 410,000 compounds, 0.063% hits | AID 1347071; further: potency means the concentration at half of the fitted maximal effect; nearly all actives have a fitted effect of over 55% in size
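Growth rescue measured by 600 nm absorbance after 48 h yeast culture at 30 C with compound. Values normalized between DMSO and an equimolar ferric chloride plus clioquinol control.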
pAkt inh: blocks phosphorylation of Akt. Neuro2A IGF-stimulated pAkt S473 HTRF, 20 min; active compounds read low. activity change, % for hits at 50 µM. 360,000 compounds, 0.32% hits. AID 651550; in the data active means activity change below about -80%; inconclusive means mostly about -51% to -80%; further: on the % scale 0 is the no-effect control and ±100 the full control effect
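Neuro2A cells in DMEM with 0.5% FBS, overnight at 37 deg C, given compound at single 50 µM final, then IGF (6 nM final) for 20 min at 37 deg C. Lysed; phospho-Akt Ser473 by HTRF after 24 h, 665/615 ratio.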
TGFb inhibitor: inhibitors of TGF-b signaling; 410,000 compounds, 1.2% hits; HepG2 CAGA-GFP TGF-b/SMAD3 reporter, GFP fluorescence, 18 h; TGF-beta stimulated, 500 pg/mL final; Potency, µM (titrated, usually from 46.1 µM), for inactives: at the highest dose activity, negative = inhibition, most hits filed as inhibitors; further: potency means the concentration at half of the fitted maximal effect; on the % scale 0 is the no-effect control and ±100 the full control effect; nearly all actives have a fitted effect of over 65% in size
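GFP signal (ex488/em500-530) from TGF-beta-stimulated HEPG2 CAGA-GFP cells, 500 pg/mL final, 18 h at 37 degrees C in DMEM plus 1% FBS, normalized to unstimulated and DMSO-stimulated controls.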
MmCpn inh: inhibitors of Methanococcus maripaludis chaperonin (MmCpn); purified Mm-Cpn ATPase, ADP Transcreener TR-FRET; Potency, µM (series often up to 76.9 µM), for inactives: at the top dose activity, negative = inhibition, actives largely listed as inhibitors; 330,000 compounds, 0.031% hits; AID 504842; further: potency means the concentration at half of the fitted maximal effect; on the % scale 0 is the no-effect control and ±100 the full control effect; nearly all actives have a fitted effect of over 80% in size
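ATPase turnover read by TR-FRET ADP competition (Eu cryptate antibody/ADP-d2, 665/590 nm): 10uM ATP final, 25nM Mm-CPN final, 30 min 37degC after 10-min compound preincubation, pH 7.4 Tris/KCl/MgCl2/DTT buffer.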
A549 viability: A549 cytotoxicity, counter-screen for Nrf2 inhibitors; 390,000 compounds, 0.16% hits; A549 ARE-Fluc cells, CellTiter-Fluor viability, 18-24 h; Potency, µM (series often up to 46 µM), without a hit: at the highest dose activity change, negative = cytotoxicity, most hits filed as inhibitors; further: potency means the concentration at half of the fitted maximal effect; on the % scale 0 is the no-effect control and ±100 the full control effect
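A549 ARE_Fluc cells in 5% FBS OPTI-MEM were exposed to compounds in concentration-response for 18-24 h at 37 deg C. Viability was read by CellTiter-Fluor fluorescence (Ex 405/Em 525) after 30 min, before the luciferase read.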
Starred values were filed as active, the others as inactive; i = inactive; ? = inconclusive; · = no result given; [ ] = another dose, or the depositor's remark. Unless noted, the call rests on the fitted dose curve; in most records, active means well fitted curve in the direction sought with a large enough effect; inconclusive means small, poorly fitted or top-dose-only effect, or another doubt; inactive means no such curve, though single readings can be large; an effect the other way counts as inactive or inconclusive.

SMILES	Nrf2 block	HepG2 tox	Nrf2 activator	CCT modulator	Abeta rescue	pAkt inh	TGFb inhibitor	MmCpn inh	A549 viability
COC(=O)c1ccccc1NC(=S)NC(=O)c1ccc(C)cc1	?	-12%	0.7%	-2.1	-24%	i	3%	-1%	6%
COc1ccc(OCC(=O)NCC2(N3CCN(C)CC3)CCCCC2)cc1	15%	-17%	-1.0%	·	-12%	·	0%	·	-2%
CCOC(=O)Cn1c(S(=O)(=O)Cc2ccc(Cl)cc2)nc(-c2ccccc2)c1-c1ccccc1	?	6%	-0.4%	-3.1	16%	i	-11%	1%	-5%
O=C1S/C(=C/c2ccccc2)C(=O)N1CC(O)Cn1c2ccccc2c2ccccc21 (stereo not given)	12%	-5%	2.8%	0.4	41%	i	-10%	-1%	7%
Cc1cc(N2CCCCC2)n2ncc(-c3ccccc3)c2n1	?	-9%	-0.7%	2.3	-27%	i	-3%	1%	5%
O=C(CSc1ccccn1)Nc1ccc(Cl)c([N+](=O)[O-])c1	-6%	3%	0.0%	-3.3	10%	i	1%	0%	0%
CCOc1ccc(NC(=O)NNC(=O)C2CCC(C(C)(C)C)CC2)cc1 (stereo not given)	10%	-30%	-0.7%	-2.6	16%	i	-19%	0%	15%
Cc1ccc(-c2nnn(CC(=O)N(CCCO)C(C(=O)NC3CCCC3)c3ccc(Cl)cc3)n2)o1 (stereo not given)	-2%	-11%	0.0%	-1.2	3%	i	-21%	-2%	-6%
COc1ccccc1N1CCN(C(=O)Cn2ncc3ccsc3c2=O)CC1	3%	-7%	-0.6%	·	-24%	·	3%	·	-5%
CN(C)NC(=S)Nc1cccc(C(F)(F)F)c1	11%	-27%	2.2%	1.5	?	i	-6%	-1%	2%
COc1ccc(S(=O)(=O)Nc2c(C)nn(C)c2C)cc1Br	-7%	-7%	-0.4%	-7.5	12%	i	-9%	0%	-2%
COc1ccc2sc(C)[n+](C)c2c1	-4%	-2%	2.1%	-0.7	-21%	i	4%	1%	-2%
CSCC[C@@H](C(=O)O)N1Cc2ccccc2C1=O	3%	6%	-0.6%	0.7	8%	i	-2%	-15%	0%
Cc1nn(S(=O)(=O)c2ccc(C(C)(C)C)cc2)c(C)c1S(=O)(=O)N1CCC(C)CC1	·	-4%	-0.4%	·	-6%	·	-2%	·	11%
CC(C)CC(NC(=O)CC12CC3CC(CC(C3)C1)C2)C(=O)NC1=NCCS1 (stereo not given)	?	-22%	6.2%	-98*	-16%	i	-20%	0%	-2%
CC(C)OC(=O)n1c(=S)oc2ccccc21	14%	-5%	1.8%	-0.2	-18%	i	-13%	3%	0%
Cn1ncc(Cl)c1C(=O)N1CCOCC1	5%	2%	0.6%	2.5	-9%	i	-13%	-2%	0%
COCCOc1cc(NC(=O)c2cccc(OC)c2)c(Cl)cc1Cl	0%	-8%	0.0%	-1.0	-25%	i	?	?	0%
COc1cc2c(cc1OC)C(=O)CCC2	-8%	-3%	-1.1%	0.7	-12%	i	?	·	-1%
CC(=O)N1C(=O)/C(=C2\SC(=S)N(NS(=O)(=O)c3ccc(C)cc3)C2=O)c2ccccc21	-3%	5%	0.1%	-0.2	10%	i	-14%	0%	-9%

Two entries from above, in markdown:
| Molecule | Nrf2 block | HepG2 tox | Nrf2 activator | CCT modulator | Abeta rescue | pAkt inh | TGFb inhibitor | MmCpn inh | A549 viability |
| --- | --- | --- | --- | --- | --- | --- | --- | --- | --- |
| Cc1nn(S(=O)(=O)c2ccc(C(C)(C)C)cc2)c(C)c1S(=O)(=O)N1CCC(C)CC1 | · | -4% | -0.4% | · | -6% | · | -2% | · | 11% |
| CC(C)CC(NC(=O)CC12CC3CC(CC(C3)C1)C2)C(=O)NC1=NCCS1 (stereo not given) | ? | -22% | 6.2% | -98* | -16% | i | -20% | 0% | -2% |

(more compounds)
SMILES	Nrf2 block	HepG2 tox	Nrf2 activator	CCT modulator	Abeta rescue	pAkt inh	TGFb inhibitor	MmCpn inh	A549 viability
COc1ccc(Cl)cc1NC(=O)CNC(c1ccccc1)c1ccccc1	20%	-12%	1.8%	2.3	-5%	i	?	0%	5%
O=C(NC1(C(F)(F)F)N=C2SCCN2C1=O)c1ccco1 (stereo not given)	-1%	-25%	0.5%	1.0	-5%	i	11%	1%	0%
Cc1cccc(NC(=O)CCN2C(=O)c3ccccc3C2=O)n1	-3%	6%	-0.5%	1.6	-28%	i	-6%	-1%	-9%
COCCCNC(=O)c1ccccc1Oc1ccccc1	·	9%	1.9%	-1.4	11%	i	-3%	-1%	1%
CN(C)c1ccc(C(C(=O)NCC2CCCO2)N(Cc2ccco2)C(=O)c2snc(C(N)=O)c2N)cc1 (stereo not given)	-1%	0%	0.0%	-0.2	-3%	i	-3%	2%	-3%
CCc1ccc(C(=O)C(C)OC(=O)CNS(=O)(=O)c2ccc(C)cc2)cc1 (stereo not given)	2%	0%	-0.6%	2.4	-14%	i	-23%	0%	4%
COc1cc(OC)c(OC)cc1CN1CCN(Cc2ccc(C(F)(F)F)cc2)CC1	-16%	-26%	1.8%	-0.1	-5%	i	?	-1%	-8%
COc1ccc(-c2cn3ccc(C)cc3n2)cc1	?	-40%	-1.3%	1.2	-17%	i	-7%	-1%	10%
CCc1nnc(NS(=O)(=O)c2ccc(NC(=O)COc3ccc(Cl)c(C)c3)cc2)s1	-12%	-17%	-1.0%[9.22 µM]	-1.5	-2%	i	-8%	-1%	-6%
CC(c1ccco1)N(C(=O)Nc1ccccc1)C1CCCCC1 (stereo not given)	9%	-3%	-0.2%	-0.7	-1%	i	13%	2%	2%
CCC(=O)Nc1ccc(C(=O)NNC(=O)COc2cccc(C)c2)cc1	-2%	10%	4.2%	-0.4	-17%	i	-5%	-1%	2%
CCOC(=O)c1cc(C(=O)OCC)cc(-n2cc(O)c(C(=O)OCC)n2)c1	-19%	7%	0.4%	0.9	7%	i	-17%	2%	-3%
COc1ccc(OCC#CCNC(C)(C)C)cc1	-3%	2%	-0.4%	0.7	0%	i	-3%	0%	-7%
O=C1c2ccccc2C(c2nnnn2-c2ccc3c(c2)OCCO3)N1Cc1ccco1 (stereo not given)	·	·	-0.6%	-0.1	-11%	i	·	·	·
CC(C)CNC(=S)NC1CC2CCC(C1)N2Cc1ccccc1 (stereo not given)	-9%	-1%	-0.4%	1.1	18%	i	-7%	0%	-7%
CC(=O)c1ccc(NC(=O)Cn2cc(S(=O)(=O)Cc3ccccc3Cl)c3ccccc32)cc1	?	-16%	3.0%	·	-12%	·	0%	·	-4%
CCCN(C(=O)COC(=O)CCC(=O)c1ccccc1)c1c(N)n(Cc2ccccc2)c(=O)[nH]c1=O	·	-1%	-0.4%	-1.3	-4%	i	-1%	·	·
CN(C)CCNC(=O)c1cc2c(s1)-c1ccccc1OC2	0%	3%	0.1%	-3.1	-13%	i	10%	-10%	9%
NS(=O)(=O)c1ccc(NC(=O)CSc2nc3c(c(=O)[nH]2)CCCC3)cc1	-13%	3%	-0.1%	-1.2	-8%	i	4%	1%	-6%
CC(OC(=O)Cn1cnc2c1c(=O)n(C)c(=O)n2C)C(=O)NC(C)c1ccc(Cl)cc1Cl (stereo not given)	7%	3%	-0.3%	0.1	12%	i	29%	1%	-4%

CCT modulator, what is marked active above
smiles | Nrf2 activator | CCT modulator | pAkt inh | MmCpn inh
CC(C)CC(NC(=O)CC12CC3CC(CC(C3)C1)C2)C(=O)NC1=NCCS1 (stereo not given) | 6.2% | -98* | i | 0%

(more compounds)
SMILES	Nrf2 block	HepG2 tox	Nrf2 activator	CCT modulator	Abeta rescue	pAkt inh	TGFb inhibitor	MmCpn inh	A549 viability
ONC(=NCc1ccccc1)c1ccccc1	6%	-3%	2.7%	-3.1	-9%	i	-13%	·	8%
COc1cccc(NC(=O)CN2C(=O)NC(CCc3ccccc3)C2=O)c1 (stereo not given)	15%	4%	-0.8%	-1.0	13%	i	21%	-1%	-1%
CN(C(=O)c1cc2c(=O)n3ccccc3nc2n1C)c1ccccc1	12%	-2%	3.2%	·	-6%	·	-29%	·	-1%
COc1cc(-c2ccccc2)nc(N)n1	?	3%	6.8%	1.3	5%	i	2%	0%	1%
CCOc1ccc2nc(NC(=O)CN3CCOCC3)sc2c1	22%	6%	0.7%	2.0	1%	i	1%	-1%	1%
COc1cccc(-n2c(=O)c3c(C)c(C(=O)N(C)C)sc3n(Cc3cccc(C)c3)c2=O)c1	·	-14%	0.2%	·	-7%	·	-32%	·	1%
CCCCN(CCCNC(=O)C1CCN(S(=O)(=O)N2CCOCC2)CC1)c1ccccc1	-8%	-2%	4.4%	-3.7	-7%	i	-8%	-2%	-5%
COc1ccc2cc(C(=O)/C=C/c3cc(OC)c(OC)c(OC)c3)ccc2c1	-17%	-6%	?	1.5	-2%	i	7%	-4%	1%
CC1CN(C(=O)CCn2c(=O)oc3ccccc32)CC(C)O1 (stereo not given)	-10%	-12%	0.2%	-1.1	19%	i	4%	-2%	-5%
C[C@H]1CN([C@@H](C)CO)C(=O)CCCn2cc(nn2)CO[C@@H]1CN(C)S(C)(=O)=O	·	-29%	0.1%	-5.2	-2%	i	?	·	·
Cn1c(C(=O)NCc2cccnc2)cc2sccc21	12%	-34%	0.1%	-1.2	-4%	-83%*	-1%	1%	26%
CCN(CCCNC(=O)C1CCN(S(=O)(=O)N2CCOCC2)CC1)c1cccc(C)c1	5%	1%	0.1%	-2.4	3%	i	9%	-1%	?
FC(F)(F)c1cc(-c2ccco2)nc(NCc2cccs2)n1	-20%	-27%	?	-1.1	19%	i	-5%	-2%	4%
CCOc1ccc(CN2CCCC(CNC(=O)c3ccc(F)cc3)C2)cc1CO (stereo not given)	7%	-5%	0.2%	-1.0	-18%	i	7%	0%	4%
